Assay outcomes as filed in PubChem.
TNAP inh no acc: human TNAP enzyme inhibitors, primary screen, biochemical, luminescent, no phosphate acceptor, uHTS; purified TNAP, CDP-star luminescence, 30 min; inhibition, % at 20 µM; 0.26% of 200,000 active;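 active = tissue-nonspecific alkaline phosphatase inhibition above about 50% at 20 µM in the single-dose screen, limit read from the data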;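 note: 0% = DMSO negative control and 100% = EDTA positive control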
Target sequence (P05186 whole entry, looked up): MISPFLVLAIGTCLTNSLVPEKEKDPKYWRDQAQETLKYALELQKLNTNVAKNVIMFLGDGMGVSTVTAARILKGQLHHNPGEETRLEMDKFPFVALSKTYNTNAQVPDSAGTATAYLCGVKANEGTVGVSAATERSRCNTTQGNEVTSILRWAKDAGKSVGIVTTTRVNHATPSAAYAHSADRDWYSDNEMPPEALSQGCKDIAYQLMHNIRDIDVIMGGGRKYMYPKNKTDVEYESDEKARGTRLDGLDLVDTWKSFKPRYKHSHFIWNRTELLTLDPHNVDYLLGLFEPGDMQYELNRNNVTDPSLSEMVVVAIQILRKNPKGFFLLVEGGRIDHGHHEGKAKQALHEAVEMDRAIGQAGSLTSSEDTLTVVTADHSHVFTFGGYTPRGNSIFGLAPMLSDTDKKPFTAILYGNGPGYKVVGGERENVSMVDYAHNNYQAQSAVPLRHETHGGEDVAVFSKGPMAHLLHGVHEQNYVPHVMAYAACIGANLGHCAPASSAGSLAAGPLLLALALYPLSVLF
PMI act hi M6P: human PMI activators, high substrate, primary screen, biochemical, fluorescence intensity, near-saturating mannose 6-phosphate; Mannose-6-phosphate isomerase (Homo sapiens), P34949; coupled PMI enzyme assay, resazurin fluorescence, 20 min; active compounds read high; 1 = untreated enzyme, 0 = substrate-free blank; activation factor at 20 µM; 0.34% of 190,000 active; AID 1216, 2008;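 active = activation factor of 2 or more at 20 µM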
Target sequence (P34949 whole entry, looked up): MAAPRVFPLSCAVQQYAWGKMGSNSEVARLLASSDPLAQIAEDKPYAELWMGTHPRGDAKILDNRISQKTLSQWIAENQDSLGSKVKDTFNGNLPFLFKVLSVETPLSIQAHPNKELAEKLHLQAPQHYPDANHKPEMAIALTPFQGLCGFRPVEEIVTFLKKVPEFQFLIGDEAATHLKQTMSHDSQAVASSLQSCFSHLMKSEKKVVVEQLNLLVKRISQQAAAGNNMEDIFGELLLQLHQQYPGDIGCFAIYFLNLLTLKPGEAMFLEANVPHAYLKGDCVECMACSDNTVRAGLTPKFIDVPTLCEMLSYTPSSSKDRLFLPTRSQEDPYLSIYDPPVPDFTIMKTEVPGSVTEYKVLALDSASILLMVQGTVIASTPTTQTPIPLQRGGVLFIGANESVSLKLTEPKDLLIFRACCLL
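Test system: Human PMI in coupled enzyme assay | Input: 15 ng/mL PMI | Medium: HEPES-buffered pH 7.4 with magnesium and detergent | Compound: One concentration, 20 µM, in 1% DMSO | Incubation: Enzyme reaction with compound 20 min at room temperature | Detection: Diaphorase-driven resazurin-to-resorufin fluorescence, excitation 544, emission 590 nm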
TNAP inh hi DEA: human TNAP enzyme inhibitors, primary screen, biochemical, luminescent, high phosphate acceptor level, uHTS. 0.03% of 200,000 active. purified TNAP, CDP-star luminescence, 1 M DEA. Alkaline phosphatase, tissue-nonspecific isozyme (Homo sapiens), P05186. AID 1135, 2008. inhibition, % at 20 µM;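 active = over 50% inhibition of tissue-nonspecific alkaline phosphatase at 20 µM in the single-dose screen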;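 note: plate controls were DMSO wells for no effect and EDTA-quenched wells as full inhibition for full effect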
Diaph inh CS: diaphorase inhibitors and chemical oxidizers, primary screen, counter-screen for diaphorase-coupled primary assays, biochemical, uHTS, resorufin fluorescence. inhibition, % at 20 µM. diaphorase resazurin-to-resorufin fluorescence, NADH, 16 min; bacterial (C. kluyveri) enzyme, not human. AID 1217, 2008. 0.69% of 190,000 active;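 active = primary screen inhibition at 20 µM above a set limit, cut at about 50% in these data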;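 note: plate controls were DMSO with full reaction for no effect and wells lacking NADH for full effect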
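Test system: diaphorase enzyme from Clostridium kluyveri; amount: diaphorase at 0.14 U/mL in enzyme working solution; detection: fluorescence of resorufin formed from resazurin, Ex 544/Em 590 nm; times: reaction incubation of 16 min at room temperature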
Diaph act CS: compounds boosting diaphorase resazurin reduction – biochemical, uHTS, resorufin fluorescence, counter-screen for diaphorase-coupled primary assays, primary screen. Diaphorase/resazurin coupled assay, 16 min; active compounds read high; 1 = vehicle wells, 0 = NADH-free wells. activation factor at 20 µM. 0.005% of 190,000 active;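 active = diaphorase activity raised at least twofold by the compound at 20 µM; inactive = activation factor below 2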
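Material: purified diaphorase enzyme from Clostridium kluyveri; Also added: 0.114 mM NADH and 0.1 mM resazurin, final amounts; Doses: single compound dose of 20 µM, 1% DMSO final; Times: 16 min enzyme reaction, ambient temperature; Detection: resorufin fluorescence, excitation 544 nm, emission 590 nm; Measure: increased resorufin signal from activators or reducing compounds.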
bIAP inh: bovine intestinal alkaline phosphatase inhibitors, primary screen, selectivity assay for TNAP inhibitor project, biochemical, bovine IAP, CDP-star luminescence. purified bovine IAP, 30 min. inhibition, % at 20 µM. 190,000 tested, under 10 active;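 active = over 50% inhibition of intestinal alkaline phosphatase at 20 µM in the single-dose screen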
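Incubation: 30 min reaction at room temperature / Material: purified bovine intestinal alkaline phosphatase (IAP) enzyme / Input: enzyme at 1/65,000,000 dilution / Dosing: 20 µM single dose / Signal: CDP-star luminescence signal / Reagent: CDP-star chemiluminescent phosphatase substrate, 30 µM final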
bIAP activator: bovine intestinal alkaline phosphatase activators, primary screen, biochemical, bovine IAP, CDP-star luminescence; alkaline phosphatase, intestinal [Bos taurus]; purified bovine IAP, 30 min; active compounds read high; fold of DMSO-control signal, blank-subtracted; activation factor at 20 µM; 0.17% of 200,000 active; AID 1016, 2008;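 active = activation factor of 2 or more at 20 µM, a signal rise over negative controls twice the positive control's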
L major viab: Leishmania major promastigote growth inhibition, primary screen. Leishmania major promastigotes, resazurin fluorescence viability. inhibition, % at 10 µM. 9% of 200,000 active; in the data active = inhibition above about 50%;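 note: promastigotes grown with compound for 44 hours at 28 °C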
TNAP act hiacc: TNAP activators at high phosphate acceptor level, primary screen, biochemical, luminescence, uHTS. Alkaline phosphatase, tissue-nonspecific isozyme (Homo sapiens), P05186. purified TNAP, CDP-star luminescence, 1 M DEA, 30 min; active compounds read high; 0 = EDTA background, 1 = DMSO-only activity. activation factor at 20 µM. 200,000 tested, under 10 active;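 active = activation factor at least 2 at 20 µM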
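Assay system: human TNAP; Input: enzyme diluted 1/800 final; Reagent: CDP-star luminogenic substrate at 100 µM final; Timing: 30 min, room temperature; Signal: luminescence; Evaluation: TNAP activation factor scaled between EDTA and DMSO control wells.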
PMI act: activators of human PMI, primary screen, biochemical, fluorescence intensity, near-Km mannose 6-phosphate; 0.005% of 190,000 active; purified human PMI, coupled resazurin fluorescence, 20 min; active compounds read high; 1 = vehicle control, 0 substrate-free wells; activation factor at 20 µM; Mannose-6-phosphate isomerase (Homo sapiens), P34949;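 active = activation factor of 2 or more at 20 µM, relative to plate controls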
Numbers without * were called inactive; . = not tested or not shown.

Sequence of screens – TNAP inh no acc	PMI act hi M6P	TNAP inh hi DEA	Diaph inh CS	Diaph act CS	bIAP inh	bIAP activator	L major viab	TNAP act hiacc	PMI act
> CCC(=O)NNc1cccc(Cl)n1
 : -5.3	0.9	1.0	12.2	0.9	8.3	0.9	-12.9	1	0.9
> CC1(C)CC(=O)c2cc(C(=O)Nn3cnnc3)c(=O)n(-c3ccccc3)c2C1
 : -6.5	1	-1.8	-0.5	1	1.8	1	0.8	1	1
> CC(C)(C)NC(=O)NC(=O)COC(=O)C1=COCCO1
 : -10.9	1	-6.0	12.1	0.9	16.4	0.8	-4.0	1.1	1
> Nc1c(-c2ccccc2)c(CSc2nc3ccccc3[nH]2)nn1-c1cccc(C(=O)O)c1
 : -15.4	0.9	-7.3	14.8	0.9	0.9	1	-2.6	1.1	0.9
> N[C@@H](Cc1cc(I)c(O)c(I)c1)C(=O)O
 : -6.6	1.1	0.5	7.3	0.9	47.8	0.5	-4.9	1	1.1
> COc1ccc(NC(=O)C2CCN(S(=O)(=O)c3ccc(C)cc3)CC2)cc1OC
 : -9.4	0.9	-5.8	13.8	0.9	8.2	0.9	-5.8	1.1	0.9
> Nc1ncnc2nc(SCC(=O)N3CCN(c4ccccc4)CC3)[nH]c12
 : 62.5*	1.1	1.0	-1.4	1	-65.1	1.7	22.4	1	1
> O=C1C2C3C=CC(C4CC34)C2C(=O)N1/N=C/c1cccs1 (stereo unspecified)
 : -10.5	1	-3.2	5.7	0.9	-5.4	1.1	-2.6	1	1
> CCOC(=O)C(NS(=O)(=O)c1ccc(C)cc1)(C(F)(F)F)P(=O)(OCC(C)C)OCC(C)C (stereo unspecified)
 : -2.4	1.3	0.8	9.0	0.9	3.0	1	1.9	1	1.6
> Cc1cc(C)c(C#N)c(SCS(=O)Cc2ccc(Cl)cc2)n1 (stereo unspecified)
 : 1.8	1	-4.1	9.6	0.9	3.0	1	8.8	1	1.1
> CCOc1ccccc1N(CC(=O)NC(C)(C)C)C(=O)c1ccc(CN2CCOCC2)o1
 : -12.5	1	-2.0	18.8	0.8	-6.8	1.1	-3.7	1	1.1
> O=C(Nc1ccccc1)N1CCC(C(=O)N(Cc2ccco2)Cc2cccs2)CC1
 : -16.1	0.9	-3.8	15.3	0.8	2.8	1	25.9	1	0.9
> O=C(CCNC(=O)c1ccccc1Cl)Nc1ccc(Cl)c(C(F)(F)F)c1
 : -1.8	1	-3.7	9.5	0.9	-0.5	1	51.3*	1	1
> COC(=O)C1CN(S(=O)(=O)c2ccccc2)CCN1S(=O)(=O)c1ccccc1 (stereo unspecified)
 : -12.2	1	-4.4	16.8	0.8	3.0	1	4.3	1	1
> CC(C)NC(=O)C(=O)c1cn(C)c2ccccc12
 : -8.9	1	1.5	6.1	0.9	0.6	1	4.2	1	1
> COCCCn1c(C)nnc1-c1cnn(-c2ccccc2)c1N
 : -17.8	1	-5.2	10.2	0.9	3.8	1	1.5	1.1	1.1
> N/C(=N\OC(=O)C1CCCCC1)c1cccc([N+](=O)[O-])c1
 : -4.5	0.9	-0.2	13.4	0.9	12.6	0.9	-6.3	1	1
> Cc1ccc(CC2CC(=O)N(CCc3ccc4c(c3)OCO4)C2=O)cc1 (stereo unspecified)
 : -14.6	0.9	-10.3	21.1	0.8	15.9	0.8	60.4*	1.1	1.2
> O=C(CSc1nn(-c2ccc(F)cc2)c(=S)s1)N1CCN(C(=O)c2ccco2)CC1
 : -8.0	0.9	-3.1	14.3	0.9	19.3	0.8	-9.0	1	1
> CC1=C(C(=O)OCC2CCCO2)C(c2ccc(C)cc2)C2=C(CCCC2=O)N1 (stereo unspecified)
 : -11.1	0.9	-1.9	10.4	0.9	-10.3	1.1	-1.8	1	0.9

The last four records of the section above are carried over, then new ones follow.
Sequence of screens – TNAP inh no acc	PMI act hi M6P	TNAP inh hi DEA	Diaph inh CS	Diaph act CS	bIAP inh	bIAP activator	L major viab	TNAP act hiacc	PMI act
> N/C(=N\OC(=O)C1CCCCC1)c1cccc([N+](=O)[O-])c1
 : -4.5	0.9	-0.2	13.4	0.9	12.6	0.9	-6.3	1	1
> Cc1ccc(CC2CC(=O)N(CCc3ccc4c(c3)OCO4)C2=O)cc1 (stereo unspecified)
 : -14.6	0.9	-10.3	21.1	0.8	15.9	0.8	60.4*	1.1	1.2
> O=C(CSc1nn(-c2ccc(F)cc2)c(=S)s1)N1CCN(C(=O)c2ccco2)CC1
 : -8.0	0.9	-3.1	14.3	0.9	19.3	0.8	-9.0	1	1
> CC1=C(C(=O)OCC2CCCO2)C(c2ccc(C)cc2)C2=C(CCCC2=O)N1 (stereo unspecified)
 : -11.1	0.9	-1.9	10.4	0.9	-10.3	1.1	-1.8	1	0.9
> CCCCNC(=O)c1ccc2c(c1)N(CC)C(=O)CS2
 : 1.2	1	-5.4	-1.3	1	6.4	0.9	0.1	1.1	1
> Nc1cc(N)c(OCC(F)(F)F)cc1OCC(F)(F)F
 : -2.5	0.4	2.3	50.5*	0.5	9.4	0.9	88.2*	1	1.1
> COCCn1nnnc1C(c1ccc(O)c(OC)c1)N1CCc2ccccc2C1 (stereo unspecified)
 : 0.5	0.9	5.0	17.4	0.8	4.4	1	-2.6	0.9	0.7
> O=C(OCc1nc2ccccc2[n+]([O-])c1C(=O)c1ccccc1)c1cccs1
 : -3.5	1.1	-3.3	17.5	0.8	7.2	0.9	86.4*	1	1
> CC(C)(O)C#Cc1ccc(CN2CCN(C3CCCCC3)C(CCO)C2)cc1 (stereo unspecified)
 : -2.7	1	-1.6	1.0	1	-5.6	1.1	-0.9	1	1
> Cc1c(Cl)cccc1NC(=O)C(=O)NNC(=O)c1ccccc1F
 : -112.8	1	1.0	-6.7	1.1	-14.9	1.1	8.1	1	1.1
> O=C(N/N=C/c1cccc(F)c1)c1ccc(Cl)cc1
 : -8.0	1.1	-2.1	-0.6	1	-2.8	1	-3.3	1	1.1
> CN(C)N(C)C(=O)C(O)(c1ccccc1)c1ccccc1
 : -12.7	1.1	-7.0	4.1	1	5.3	0.9	-5.0	1.1	1
> Cc1ccc(-c2nn3c(-c4cccc(Cl)c4)nnc3s2)cc1
 : -11.7	1.1	-7.8	2.2	1	18.9	0.8	.	1.1	1
> CCOC(=O)N1CCN(C(=O)c2cn(CC)c3ccc(S(=O)(=O)N4CCCCC4)cc3c2=O)CC1
 : -7.8	1	-3.8	15.9	0.8	-5.4	1.1	-8.7	1	1
> Cc1ccc(OCCN2CCCCCC2)c(C)c1
 : -2.2	0.8	2.1	8.2	0.9	6.6	0.9	95.7*	1	0.8
> Cc1ccc(C(=O)/C=C/c2ccco2)c(O)c1
 : -3.7	1	1.7	12.2	0.9	6.0	0.9	7.0	1	1.1
> CCOc1cccc(C(=O)Nc2ccc(N(CC)CC)cc2)c1
 : -6.6	0.9	-2.7	14.5	0.9	12.9	0.9	-5.3	1	0.9
> O=C(NC1CCS(=O)(=O)C1)c1ccccc1C(=O)c1ccccc1 (stereo unspecified)
 : -11.6	1	0.3	7.4	0.9	-3.1	1	-7.2	1	1
> Cc1nn(C)cc1C(C(=O)NC1CCCCC1)N(CCc1ccccc1)C(=O)c1cnccn1 (stereo unspecified)
 : -5.9	1	-1.7	5.2	0.9	4.3	1	11.7	1	1
> Cc1ccc(C2N(C)c3ccccc3-c3nc4ccccc4n32)o1 (stereo unspecified)
 : -19.3	1	-9.0	22.5	0.8	42.7	0.6	19.6	1.1	0.9
> NC(=O)c1ccc(NC(=O)COC(=O)CCCN2C(=O)c3cccc4cccc(c34)C2=O)cc1
 : -3.2	1	-0.8	-0.1	1	7.4	0.9	10.8	1	1
> CCOC(=O)c1c(NC(=O)c2ccccc2Br)sc2c1CCc1ccccc1-2
 : -20.1	0.9	-3.2	22.1	0.8	25.6	0.7	32.1	1	0.5
> CCc1nc(-c2ccccc2)cc(=O)[nH]1
 : -3.5	1	-1.0	11.0	0.9	3.7	1	-4.5	1	0.9
> S=C(NCc1ccccn1)Nc1ccc(Cl)cc1
 : -1.1	0.9	-1.3	11.6	0.9	0.8	1	-3.5	1	0.9

Sequence of screens – TNAP inh no acc	PMI act hi M6P	TNAP inh hi DEA	Diaph inh CS	Diaph act CS	bIAP inh	bIAP activator	L major viab	TNAP act hiacc	PMI act
> NS(=O)(=O)c1ccc(N/N=C2/CCCCC2C2CCCCC2)c([N+](=O)[O-])c1 (stereo unspecified)
 : -0.1	0.8	9.8	24.6	0.8	18.6	0.8	23.1	0.9	0.8
> CN(C)c1ccc(/C=N/NC(=O)C(=O)/C=C2\NC3(CCCC3)Cc3ccccc32)cc1
 : -1.1	1.3	13.7	33.4	0.7	10.3	0.9	45.2	0.9	1.3
> CN(C(=O)CCc1ccccc1)c1nnc(-c2ccncc2)s1
 : -10.5	1.1	-7.8	10.7	0.9	-10.3	1.1	2.2	1.1	1
> COc1ccc(Oc2cc(Cl)nc(N)n2)cc1
 : -3.9	1	-2.3	3.8	1	-3.8	1	-6.7	1	1
> CN(C)/C=N/c1cc(=O)n(C)c(=O)n1CC1CC1
 : -4.9	1	-1.3	7.6	0.9	0.5	1	-4.6	1	1
> O=C(Nc1ccccn1)c1cccc(S(=O)(=O)N2CCOCC2)c1
 : -8.9	1	-5.1	12.0	0.9	1.7	1	-3.6	1.1	0.9
> O=C(CSc1nc2ccccc2c(=O)n1-c1ccc(F)cc1F)Nc1ccc2c(c1)CCC2
 : -16.0	1	-9.5	9.8	0.9	-4.2	1	99.0*	1.1	0.9
> COc1ccc(/C=C/C(=O)C(C(N)=O)=C2SCCS2)cc1
 : 0.2	1	7.8	4.2	1	33.4	0.7	44.4	0.9	0.9
> O=S1(=O)N=C2CCCCCN2C(c2ccc(Br)cc2)N1 (stereo unspecified)
 : -7.9	0.9	-2.0	2.7	1	-10.9	1.1	-2.3	1	0.9
> CCOC(=O)c1c(NC(=S)NC)sc2c1CC(C)(C)SC2
 : 6.3	1	-1.9	24.6	0.8	10.2	0.9	-8.2	1	1

Rows were taken by chance; 10% or so of the library scored in one or more.
